# CaV13 FRET inh: Disruptors of the CACNA1D IQ motif to Ca2+-dependent inactivation inhibitor domain association, primary screening, Förster resonance energy transfer in intact living … | HEK cells, CFP/YFP FRET ICDI-IQ, plate reader, 10 min; percent FRET-ratio fall versus neutral wells | inhibition, % at 12.3 µM | 340,000 compounds, 0.098% hits | AID 743397;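 active = mean replicate inhibition of at least 30% and at least 1% of replicates passing that level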;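 note: 0% = median of the neutral control wells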
# Cardio protect: cardioprotection against H2O2-induced cell death, primary screen, uHTS, H9c2 cells, ATPLite luminescence | protection from H2O2 cell death, % at 20 µM | 360,000 compounds, 0.63% hits | AID 588492, 2011 | H9c2 cardiomyocytes, H2O2 injury protection, 2 h;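 active = compounds giving at least 50% protection of heart cells from peroxide-induced death in the single-dose screen, raw or plate-pattern-corrected value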;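 note: 0% = DMSO wells with peroxide and 100% = DMSO wells without peroxide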
# Vif imaging: HIV Vif self-association inhibitors, primary screen, imaging, HEK293T, single point | 340,000 compounds, 0.35% hits | HEK293T cells, Vif self-association by quenched fluorescence, 24 h | inhibition, % at 7.49 µM; in the data active = inhibition above about 50%, passing the limit was not always enough; note: some results filed as inactive read as strong as hits
# m5-HT2A agonist: mouse Htr2a agonists via beta-arrestin recruitment, primary screen, cell-based, luminescence | CHO-K1 mHTR2A beta-arrestin complementation; percent of 30 µM serotonin response | activation, % at 7.6 µM | 360,000 compounds, 0.66% hits | AID 624169, 2012;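 active = activation above a run cutoff, the mean activation of all tested compounds plus 3 SD, cut at about 14% in these data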;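 note: 0% = plate median of compound wells and 100% = 30 µM serotonin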
# Target sequence (P35363 whole entry, looked up): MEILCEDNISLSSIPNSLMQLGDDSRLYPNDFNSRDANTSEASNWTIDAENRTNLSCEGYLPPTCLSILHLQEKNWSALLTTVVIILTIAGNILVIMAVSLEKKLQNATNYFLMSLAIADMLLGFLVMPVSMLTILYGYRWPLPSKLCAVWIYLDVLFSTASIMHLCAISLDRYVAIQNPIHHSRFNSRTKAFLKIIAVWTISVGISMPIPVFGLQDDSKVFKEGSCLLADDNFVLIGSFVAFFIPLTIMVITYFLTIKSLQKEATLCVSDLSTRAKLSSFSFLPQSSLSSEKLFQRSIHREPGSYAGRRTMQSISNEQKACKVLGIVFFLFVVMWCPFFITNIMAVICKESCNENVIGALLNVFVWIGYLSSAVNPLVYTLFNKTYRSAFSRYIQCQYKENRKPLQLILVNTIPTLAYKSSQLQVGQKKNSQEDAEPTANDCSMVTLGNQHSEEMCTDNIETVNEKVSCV
# hiPSC survival: enhancers of single-cell hiPSC survival, primary screen, ATPlite luminescence. survival enhancement, % at 20 µM. AID 602274, 2012. 360,000 compounds, 0.044% hits. 100% = ROCK inhibitor wells, 0% = DMSO; in the data active = survival enhancement above about 18%;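 note: cells exposed to compounds for 16 hours before the ATP read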
# aDG glyco act: activators of alpha-DG glycosylation, primary screen, uHTS, Pro5-aDG cells, AlphaScreen; AID 624168, 2012; alpha-DG glycosylation AlphaScreen (IIH6); 0% Pro5, 100% B10-LARGE cell signal; 360,000 compounds, 0.22% hits; activation, % at 10 µM;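 active = activation of at least 8% versus controls, or a plate z-score of at least 8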;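 note: Pro5 are CHO cells carrying HIG-tagged alpha-DG that lacks glycosylation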
# ABCB6 inh MLPCN: ABCB6 transporter inhibitors, primary screen, K562-ABCB6 cells, flow cytometry, MLPCN library; K562-ABCB6 porphyrin accumulation, 1 h; hits give low values; fluorescence ratio to DMSO, % at 10 µM; 360,000 compounds, 0.19% hits; AID 602162, 2011;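 active = fluorescence ratio to DMSO below 75%, the collection mean minus 3 SD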;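 note: signal is porphyrin accumulated inside mitochondria; 100% equals median channel fluorescence of DMSO control wells; lower ratio means ABCB6 inhibition with less porphyrin fluorescence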
# PDI inh: inhibitors of human PDI, primary screen, biochemical, turbidity, single point, plate reader. 350,000 compounds, 0.052% hits. PDI insulin aggregation turbidity, A650, 90 min. AID 588391, 2011. Protein disulfide-isomerase (Homo sapiens), P07237. inhibition, % at 10 µM;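 active = mean inhibition across replicates of 30% or more, whatever share of single replicates reach that level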;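 note: absorbance from insulin aggregation driven by PDI reduction with DTT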
# Target sequence (P07237 whole entry, looked up): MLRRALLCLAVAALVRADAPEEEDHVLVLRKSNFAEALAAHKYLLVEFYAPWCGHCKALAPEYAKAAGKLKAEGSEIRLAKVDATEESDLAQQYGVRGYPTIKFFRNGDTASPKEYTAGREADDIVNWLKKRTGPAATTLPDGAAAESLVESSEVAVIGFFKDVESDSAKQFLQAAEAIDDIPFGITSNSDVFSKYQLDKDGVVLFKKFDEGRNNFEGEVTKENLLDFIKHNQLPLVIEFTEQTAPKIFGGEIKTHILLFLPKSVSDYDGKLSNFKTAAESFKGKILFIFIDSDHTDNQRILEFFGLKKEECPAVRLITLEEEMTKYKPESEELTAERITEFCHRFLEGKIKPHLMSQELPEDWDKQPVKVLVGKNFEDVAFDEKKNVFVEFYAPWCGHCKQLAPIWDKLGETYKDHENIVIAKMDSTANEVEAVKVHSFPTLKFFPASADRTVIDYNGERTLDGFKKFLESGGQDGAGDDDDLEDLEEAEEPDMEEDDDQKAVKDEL
# Glyco luc inh: increase of ERlucT glycosylation luciferase signal, primary screen, N-linked glycosylation inhibitor project, D54 ERlucT cells, luminescence, set 2. D54 ERlucT glycosylation luciferase reporter, 24 h; percent of 100 nM tunicamycin response. reporter increase, % at 12.5 µM. 360,000 compounds, 0.23% hits;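 active = mean luciferase reporter signal, scaled so untreated is 0 and the glycosylation-blocking control 100, at or above a set limit in every replicate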;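 note: luciferase carries N-glycosylation sites so blocking glycosylation raises the light; 0% = median of neutral control wells and 100% = median of 100 nM tunicamycin wells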
# Granule exo inh: LAMP-1 surface exposure blockers, TALL-104 cells – cell-based, flow cytometry, MLPCN library, primary screen | TALL-104 LAMP-1 surface exposure; cells stimulated with thapsigargin and PMA | AID 651702, 2012 | inhibition, % at 10 µM | 360,000 compounds, 0.66% hits;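 active = inhibition above about 55%, limit read from the data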
# The depositor's hits bear a star; nt = no result given.
SMILES,CaV13 FRET inh,Cardio protect,Vif imaging,m5-HT2A agonist,hiPSC survival,aDG glyco act,ABCB6 inh MLPCN,PDI inh,Glyco luc inh,Granule exo inh
COc1ccc(CN2CCN(C(=O)Cn3c(=O)oc4cc(Cl)ccc43)CC2)c(OC)c1OC,-2,-9,-8,-2,-0.5,0.5,100,-5,-1,-6
CCCCCN(C(=O)CN(C)Cc1ccc(OC)cc1OC)c1c(N)n(CCCC)c(=O)[nH]c1=O,nt,-3,-1,-7,-0.6,0.0,95,-4,0,6
COc1cccc(CNc2nc3ccccc3n2C)c1O,-6,-8,-4,-5,-0.2,0.0,98,4,-10,-4
CCOC(=O)Cc1csc(NC(=S)NC(=O)CC(C)C)n1,-6,-2,9,6,0.9,0.1,102,1,3,-5
CCCC(c1nnnn1CCc1ccccc1)N1CCN(C(=O)c2ccco2)CC1 (stereo unspecified),-6,-1,5,3,0.2,0.1,88,5,4,1
COC(=O)c1ccc(NC(=O)c2cccc(C)c2[N+](=O)[O-])cc1,-3,-2,-9,-9,0.2,0.2,96,-8,-3,22
CCN1CCN(c2nc(N(C)c3ccccc3)nc(N)c2[N+](=O)[O-])CC1,0,7,9,-10,0.4,0.0,98,11,-3,-1
Cc1cc(CN2C(=O)c3ccccc3C2=O)on1,-4,0,-10,-3,-2.5,0.0,92,-3,0,0
COc1ccc(NC(=O)COC(=O)c2ccc3ccccc3n2)cc1,-5,7,13,-3,0.3,-0.1,102,-5,2,-1
c1cncc(Nc2nc(-c3cccnc3)cs2)c1,-4,0,0,2,-0.4,0.2,98,1,-2,-1
CC1=C/C(=N\NC(=O)c2ccccc2)CC1,-6,2,2,2,1.9,-0.2,92,1,2,-3
CCOc1cc(NCCN2CCOCC2)c([N+](=O)[O-])cc1OCC,-6,-8,8,-6,0.3,-0.2,101,-4,2,22
Cc1ccc(Oc2cc(NC(=O)CCCn3nc([N+](=O)[O-])c(Cl)c3C)cc([N+](=O)[O-])c2)cc1,-4,-4,11,-7,-1.4,1.4,93,-5,-5,1
CN(CC(=O)Nc1ccccc1C(=O)N1CCCC1)S(=O)(=O)c1ccc(Cl)cc1,-4,-2,-6,0,2.6,0.0,77,8,1,2
CC(C)N(C(=O)CSc1ncnc2sc(-c3ccccc3)cc12)C(C)C,-5,-22,-10,-1,-2.9,0.1,101,-5,-4,-3
Cc1ccc2c(c1)C1CN(C)CCC1N2S(=O)(=O)c1cc(C(F)(F)F)ccc1Cl (stereo unspecified),-2,2,-2,-9,-0.8,-0.2,109,9,0,10
O=C(Nc1ccccc1C(=O)N1CCN(Cc2ccccc2)CC1)c1ccc(F)cc1,-2,3,-3,2,-0.5,0.2,93,-2,-1,0
O=C(OCCN1CCCCC1)c1cccc(F)c1,-22,3,-5,3,-0.6,-0.1,98,4,0,-2
Cc1cc(F)ccc1S(=O)(=O)Nc1ccccc1C(=O)NCc1ccccn1,-1,1,-2,-4,-0.3,-0.2,98,-1,1,0
S=C(NCCN(C1CCCCC1)C1CCCC1)Nc1cccc(Cl)c1,-5,-22,-9,-10,-0.1,0.0,96,-3,-5,1
CC(NC(N)=O)C(=O)Nc1ccc(Cl)c(S(=O)(=O)Nc2ccc(Cl)cc2)c1 (stereo unspecified),-7,9,-3,6,-0.7,0.3,104,0,0,-1
Cc1nn2c(nc(N3CCCCC3)c3ccccc32)c1C=O,-3,3,-3,0,-3.6,0.0,96,-7,2,-3
O=C(Nc1ccccc1-c1ccccc1)c1ccc(Br)o1,-5,-5,30,-2,-3.0,0.2,102,-2,1,0
O=C(Nc1ccc(OC(F)(F)F)cc1)Nc1cccnc1,-3,-3,3,-4,0.6,0.1,99,-4,2,-8
Cc1ccc(-n2ccnc2SCC(=O)c2c(N)n(C3CC3)c(=O)[nH]c2=O)cc1C,-7,5,-1,7,0.1,-0.1,100,0,3,1
CCc1ccccc1N(C(C)=O)c1nc(CCl)cs1,-5,5,0,-4,-2.4,0.7,92,6,1,-1
CC(/C=C1\SC(=O)N(CCCC(=O)O)C1=O)=C\c1ccccc1,-4,3,-2,0,-2.4,-0.1,99,-6,-2,2
Cc1ccc(CN2CCN(Cc3cccn3-c3ccccn3)CC2CCO)cc1 (stereo unspecified),-1,3,6,-3,-0.3,0.1,101,-7,2,-1
CN1CCCN(C(=O)c2ccc(Cl)s2)CC1,nt,3,-5,-3,-0.4,-0.2,99,1,2,-2
CC(C)C[C@H]1CN(CCCC[C@H]2CNC(=O)C(=O)N2Cc2ccccc2)C(=O)C(=O)N1CCc1ccc(O)cc1,-4,nt,nt,-1,-1.1,0.0,100,nt,nt,-4
CC(=O)c1ccc(N2C(=O)[C@@H]3C(C(=O)CCN4C(=O)c5ccccc5C4=O)=NN[C@@H]3C2=O)cc1,-3,7,-1,-1,-0.1,-0.1,95,-5,-1,4
COc1ccc(CNC(=O)c2cccc3c2C(=O)N(Cc2cccnc2)C3)cc1,-1,8,-7,-2,-1.7,0.0,83,5,-1,1
O=C(Cn1nnc(-c2cccs2)n1)NNC(=O)c1ccccc1Cl,-4,0,-7,4,-0.5,0.0,94,-4,3,-1
CCOC(=O)C(=O)Cc1nc2ccccc2s1,-4,0,-7,2,-0.3,-0.1,103,1,1,-4
Cc1nc2c(sc3nc4c(cc32)COC(C)(C)C4)c(=O)o1,nt,12,nt,-3,0.2,-0.2,100,3,4,-1
CC(C)C(=O)N1CCC1(C)C(=O)Nc1ccccc1OC(F)F (stereo unspecified),-6,-2,2,-1,0.2,0.0,87,-8,2,-1
COc1ccc(-c2ccc(-c3cc(=O)oc4cc(OC)c(OC)c(OC)c34)cc2)cc1OC,-7,17,-8,-2,0.7,0.0,97,6,-7,0
CC(C)C1CC(CCNCc2ccc(N(C)C)cc2)(c2ccccc2)CCO1 (stereo unspecified),-5,-8,-6,-4,-3.3,0.3,99,-5,-7,2
CCCCNC(=O)C1(C)CCN1C(=O)c1csnn1 (stereo unspecified),-4,5,-14,1,-0.2,-0.4,91,-5,3,-2
CC(O)(CS(=O)(=O)Cc1cccc(C(F)(F)F)c1)C(=O)Nc1cccc(C(F)(F)F)c1 (stereo unspecified),-9,0,nt,-2,-1.0,0.1,96,5,14,1
CCOC(=O)N1CCC(Nc2c(-c3ccc(C)cc3)c(=O)c2=O)CC1,-5,-10,-3,-8,0.0,0.3,105,-3,0,0
Cc1ccc2c(CN3C(=O)NC4(CCCCC4)C3=O)cc(=O)oc2c1C,-9,4,-1,2,1.7,-0.2,108,-6,-2,2
COc1ccccc1NC(=O)c1ccc(NS(=O)(=O)c2c(C)noc2C)cc1,nt,-4,nt,-6,-1.3,0.1,110,-5,0,1
O=C(CN1CCOc2ccccc21)NCc1ccccc1,-1,-20,-2,4,-1.1,0.1,100,nt,0,-3
COCCNC(=S)N(CCO)Cc1cc2cc3c(cc2[nH]c1=O)OCCO3,-2,0,2,-2,-0.5,0.6,105,0,1,-1
CCOc1ccc(NC(=O)CSc2nnc(Cc3csc(C)n3)o2)cc1,-7,-2,1,4,-0.2,-0.2,95,-3,2,1
CCOc1ccccc1N1C(=O)CN(Cc2ccc(OC)c(OC)c2)C1=S,-17,21,-7,1,-0.3,0.0,104,3,-2,-6
Fc1cccc(Cl)c1CNc1ccc(N2CCCC2)cc1,-4,-16,-6,3,-2.1,-0.8,99,-5,1,-2
CN(C)c1ccc(-c2ccnc3c2CC(C)(C(=O)Nc2cccc(C(F)(F)F)c2)O3)cc1 (stereo unspecified),-6,8,6,-2,0.8,0.0,102,-3,-7,-2
COc1ccc(C)cc1S(=O)(=O)N1CCN(c2cccc(C(F)(F)F)c2)CC1,nt,-20,1,-8,-1.3,0.0,99,20,-3,-6
CCN1CCN(CCCNC(=O)c2ccc(/C=C3/Oc4ccccc4N(Cc4cccc(C)c4)C3=O)cc2)CC1,nt,-13,-1,-2,1.3,1.4,102,9,-1,46
Cc1cccc(NC(=O)CCNC(=O)c2ccco2)c1C,4,5,0,4,1.8,-0.2,102,-3,1,-1
COC(=O)c1scc(C)c1NC(=O)/C=C/C(=O)O,-2,-1,-5,-1,0.0,0.1,99,2,2,-3
CC(=O)Nc1ccc(OCC=C(Cl)Cl)cc1,nt,0,3,-1,0.0,-0.1,96,-3,-5,-4
Cc1ccc(CCNC(=O)C2=CCN(S(=O)(=O)c3ccccc3)CC2)cc1,-3,-4,-1,-2,-0.5,0.0,100,-1,0,3

# In the list so far, these have fluorine:
SMILES,CaV13 FRET inh,Cardio protect,Vif imaging,m5-HT2A agonist,hiPSC survival,aDG glyco act,ABCB6 inh MLPCN,PDI inh,Glyco luc inh,Granule exo inh
Cc1ccc2c(c1)C1CN(C)CCC1N2S(=O)(=O)c1cc(C(F)(F)F)ccc1Cl (stereo unspecified),-2,2,-2,-9,-0.8,-0.2,109,9,0,10
O=C(Nc1ccccc1C(=O)N1CCN(Cc2ccccc2)CC1)c1ccc(F)cc1,-2,3,-3,2,-0.5,0.2,93,-2,-1,0
O=C(OCCN1CCCCC1)c1cccc(F)c1,-22,3,-5,3,-0.6,-0.1,98,4,0,-2
Cc1cc(F)ccc1S(=O)(=O)Nc1ccccc1C(=O)NCc1ccccn1,-1,1,-2,-4,-0.3,-0.2,98,-1,1,0
O=C(Nc1ccc(OC(F)(F)F)cc1)Nc1cccnc1,-3,-3,3,-4,0.6,0.1,99,-4,2,-8
CC(C)C(=O)N1CCC1(C)C(=O)Nc1ccccc1OC(F)F (stereo unspecified),-6,-2,2,-1,0.2,0.0,87,-8,2,-1
CC(O)(CS(=O)(=O)Cc1cccc(C(F)(F)F)c1)C(=O)Nc1cccc(C(F)(F)F)c1 (stereo unspecified),-9,0,nt,-2,-1.0,0.1,96,5,14,1
Fc1cccc(Cl)c1CNc1ccc(N2CCCC2)cc1,-4,-16,-6,3,-2.1,-0.8,99,-5,1,-2
CN(C)c1ccc(-c2ccnc3c2CC(C)(C(=O)Nc2cccc(C(F)(F)F)c2)O3)cc1 (stereo unspecified),-6,8,6,-2,0.8,0.0,102,-3,-7,-2
COc1ccc(C)cc1S(=O)(=O)N1CCN(c2cccc(C(F)(F)F)c2)CC1,nt,-20,1,-8,-1.3,0.0,99,20,-3,-6

# Looked up above:
# PDI inh with CN(C)c1ccc(-c2ccnc3c2CC(C)(C(=O)Nc2cccc(C(F)(F)F)c2)O3)cc1 (stereo unspecified) reads -3
# Glyco luc inh with CCN1CCN(CCCNC(=O)c2ccc(/C=C3/Oc4ccccc4N(Cc4cccc(C)c4)C3=O)cc2)CC1 reads -1
